# PAX8 reporter: PAX8 transcriptional activity inhibition. AID 652154. inhibition, % at 12.6 µM. 1.2% of 360,000 active. RMG-I TPO-luciferase reporter, SteadyGlo, 24 h;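 active = mean replicate inhibition at least 60% with every replicate also reaching 60%; inconclusive = only one of the two criteria is met; inactive = mean below 60% and not all replicates reaching 60%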;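 also: luciferase light reporting Pax8 driven TPO promoter activity; plate controls were median of neutral control wells for no effect and mitoxantrone controls for full effect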
# EWS-Fli block: inhibitors of EWS/Fli oncoprotein transcriptional activity; A673 NR0B1-luciferase reporter, viability-normalised; inhibition, % at 12.6 µM; 0.67% of 350,000 active;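 active = mean inhibition of at least 50% after viability correction, with every replicate also passing that limit; inconclusive = mean reaches 50% but only one of two replicates passes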;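 also: firefly luciferase signal divided by Alamar Blue viability fluorescence both relative to DMSO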
# Casp6 inh: caspase-6 (human) enzyme inhibition. P55212. purified caspase-6, Z-VEID-R110 cleavage fluorescence. inhibition, % at 12.5 µM. 0.53% of 350,000 active;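 active = mean inhibition across replicates at least about 35%, with every replicate also reaching that limit, limit read from the data; inconclusive = only one of the two criteria met; inactive = neither criterion met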;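 also: 0% = median of neutral control wells and 100% = no fluorescence left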
# Target sequence (P55212 24-179 limits assumed): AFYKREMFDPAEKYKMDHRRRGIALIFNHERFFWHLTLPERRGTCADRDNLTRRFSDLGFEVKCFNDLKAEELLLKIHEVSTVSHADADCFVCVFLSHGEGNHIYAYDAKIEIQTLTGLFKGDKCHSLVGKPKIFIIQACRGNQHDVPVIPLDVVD
# Target sequence (P55212 194-293 limits assumed): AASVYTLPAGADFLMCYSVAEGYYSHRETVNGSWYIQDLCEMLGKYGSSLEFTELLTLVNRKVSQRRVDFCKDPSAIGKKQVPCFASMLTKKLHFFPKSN
# DENV2 CPE rescue: protects cells from dengue virus 2 cytopathic effect; DENV2-infected cells, cytopathic effect rescue, plate reader; 1.7% of 350,000 active; AID 651640; CPE inhibition, % at 9.99 µM; in the data active = CPE inhibition above about 20%, passing the limit was not always enough; inconclusive = no clear call, values can overlap the other calls; tested in BHK-21 cells;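 also: 0% = median of neutral control wells and 100% = median of positive control wells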
# SIRT5 block: sirtuin-5 (human) deacylase inhibition; Purified SirT5, succinyl-peptide AMC, trypsin-coupled fluorescence; 1.1% of 330,000 active; AID 652115; inhibition, % at 15 µM; Q9NXA8; in the data active = inhibition above about 15%; inconclusive = no clear call, values can overlap the other calls
# Target sequence (Q9NXA8 whole entry, looked up): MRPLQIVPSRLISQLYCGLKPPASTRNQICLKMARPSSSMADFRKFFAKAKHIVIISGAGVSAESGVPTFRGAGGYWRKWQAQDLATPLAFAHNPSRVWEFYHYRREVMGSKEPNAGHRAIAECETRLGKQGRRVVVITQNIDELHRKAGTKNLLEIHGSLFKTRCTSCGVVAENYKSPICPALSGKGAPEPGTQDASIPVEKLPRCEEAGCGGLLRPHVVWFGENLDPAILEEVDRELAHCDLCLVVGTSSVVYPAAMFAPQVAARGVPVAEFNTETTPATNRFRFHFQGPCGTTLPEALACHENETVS
# ARNT-TACC3 inh: ARNT/TACC3 interaction disruption. Q9Y6A5. AlphaScreen His-ARNT PAS-B/GST-TACC3 binding, luminescence; TACC3 fragment carries E629A point mutation. inhibition, % at 9.99 µM. 0.66% of 390,000 active. AID 623870;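 active = mean inhibition of replicates at least 50% and at least half of replicates each reaching 50%; inconclusive = half or more replicates reach 50% but mean below 50%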;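 also: 0% = complete ARNT plus TACC3 wells and 100% = ARNT alone without TACC3; many hits fall short of the cut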
# LGR2 inh: Drosophila LGR2 receptor signaling inhibition; HEK293 LGR2, CRE-luciferase, bursicon-stimulated, 4 h; inhibition, % at 9.99 µM; 0.35% of 380,000 active;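 active = drop in luminescence signal, shown as inhibition above about 50% in the replicate tests, limit read from the data, passing the limit was not always enough; inconclusive = probably only some replicates passing the limit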;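 also: agonist challenge used bursicon conditioned medium at about half maximal strength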
# * = called active by the depositor; u = inconclusive; x = not tested or not shown; & = joins results of further samples.
SMILES,PAX8 reporter,EWS-Fli block,Casp6 inh,DENV2 CPE rescue,SIRT5 block,ARNT-TACC3 inh,LGR2 inh
c1ccc(CNc2c(-c3cccc(SC4CCCCC4)c3)nc3ccccn23)cc1,-42,-5,-1,-1,x,-4,-31
O=C1NCCOC(=O)[C@@H](Cc2ccc(F)cc2)CC/C=C/C[C@@H]1CC(=O)N(CCO)Cc1ccccc1,3,-14,1,2,-2,-2,3
C[C@@H]1Cn2cnc(C(=O)Nc3cccc(Cl)c3)c2C(=O)N1,10,-2,1,-1,-1,x,6
COc1ccccc1NS(=O)(=O)c1cc(C(=O)N2CCCC2)ccc1F,-4,-13,3,1,9,-2,6
Cc1noc(C)c1S(=O)(=O)Nc1ccc2c(c1)CC(=O)N([C@@H](C)CO)C[C@@H](C)[C@@H](CN(C)S(=O)(=O)c1ccc(F)cc1)O2,10,-5,x,-4,-7,1,-8
COc1ccc(N2C(=O)CC(c3ccccc3)C2=O)cc1 (stereo unspecified),20,-13,0,-3,-4,0,-2
C/C=C/c1ccc([C@@H]2[C@H](CO)N(C(=O)CC)[C@H]2CNC(=O)CC)cc1,-4,10,-1,-4,1,-5,20
CC(=O)c1cccc(NC(=O)CC2S/C(=N/N=C3CCCCCC3)NC2=O)c1 (stereo unspecified),2,4,5,2,-2,16,2
CCCNC(=O)N(C)C[C@@H]1Oc2cc(C#Cc3ccccn3)ccc2S(=O)(=O)N([C@@H](C)CO)C[C@H]1C,x,0,1,u,-3,0,-6
Cc1cc(Nc2ccc(Br)c(C)c2)n2nc(C)nc2n1,12,15,1,-3,x,x,22
Cc1cccc(C(=O)NC(C(=O)Nc2cccc(S(=O)(=O)N3CCCC3)c2)C(C)C)c1 (stereo unspecified),12,11,3,-7,3,2,-18
COCCn1cnnc1SCC(=O)Nc1cccc(S(=O)(=O)N2CCCCCC2)c1,40,5,-1,u,-1,-1,10
CCN1CCN(CC(=O)Nc2c(OC)cccc2OC)CC1,2,7,-3,u,-1,4,-1
CN(C)C(=O)c1cc(C(=O)c2ccc(F)cc2C(F)(F)F)c[nH]1,-13,3,-3,2,-4,-13,23
COc1ccc(/C(C)=N\NC(=O)C(c2ccncc2)N2CCOCC2)cc1 (stereo unspecified),11,5,-4,-1,-24,-1,-6
CCOc1ccc(N(CC(=O)Nc2cccc(Cl)c2)S(=O)(=O)c2c(C)noc2C)cc1,6,11,4,0,x,-7,6
O=[N+]([O-])c1ccc(S(=O)(=O)N2CCN(C3CCN(Cc4ccccc4)CC3)CC2)cc1,12,3,-7,0,-2,x,-3
O=C(C[C@@H]1CC[C@@H]2[C@H](COC[C@H](O)CN2Cc2ccc3c(c2)OCO3)O1)N1CCOCC1,31,2,3,-7,-3,0,0
COc1ccc(NC(=O)N[C@@H]2CC[C@H](CCn3cc(C4(O)CCCC4)nn3)O[C@H]2CO)cc1,-8,-7,5,1,5,3,-5
CCN(CC)CCn1cnc2c1c(=O)[nH]c(=O)n2Cc1ccccc1,9,3,-3,-6,-6,x,11
N#Cc1cnc(Sc2ccccc2)nc1,6,15,-2,x,-3,-1,-12
Clc1ccc(N/N=C/c2ccncc2)cc1Cl,-117,-35,x,x,x,-6,-49
CCn1c(O)c(/C=C/C=C/C=Nc2ccccc2)sc1=S,-7,-18,9,0,-4,0,x
O=C(O)c1ccc(-c2nc(-c3ccccc3)c(-c3cccs3)[nH]2)cc1,-15,1,3,u,-8,8,-5
Cc1ccc(N(C(=O)Cc2cccs2)C(C(=O)NCC2CCCO2)c2ccncc2)cc1 (stereo unspecified),3,1,1,-1,-5,-3,-7
COc1ccc(C)cc1S(=O)(=O)N1CCC(C(=O)NC2CCCC2)CC1,5,x,1,-7,-2,9,7
COC(=O)c1ccc2c(=O)n(CCCCCC(=O)NC(C)C)c(=O)[nH]c2c1,-2,7,-1,-3,-3,1,5
C/C(=N\NC(=O)c1cccc(N/N=C(\C)c2ccccc2)c1)c1ccccc1,-31,x,x,x,x,2,-31
OC(c1ccc(F)c(F)c1)c1nc(-c2ccc(F)c(Cl)c2)cs1 (stereo unspecified),9,-1,3,0,1,x,-23
COCC(=O)N[C@@H]1C=C[C@H](CC(=O)N2CCCCC2)O[C@@H]1CO,-3,1,x,x,x,x,0
Cc1c(C(C)(C)O)[nH]c2ccc(C(F)(F)F)cc12,0,-17,-1,u,-3,x,-7
COc1ccc(NC(=O)N(C)C[C@@H]2Oc3ccc(NC(=O)Nc4ccccc4)cc3CC(=O)N([C@H](C)CO)C[C@@H]2C)cc1,x,-6,1,-3,0,1,-5
Cc1cccc(NC(=O)c2ccc(S(=O)(=O)N3CCCCCC3)cc2)n1,-22,-13,5,-1,-1,1,11
COc1ccc(-c2cc(C(F)(F)F)n3ncc(C(=O)N4CCc5ccccc5C4)c3n2)cc1,10,6,8,7,-2,4,6
COc1ccc2c3c(n(C)c2c1)[C@H](CO)N(C(=O)c1ccc(F)cc1)CC31CCN(CC2CCOCC2)CC1,x,-12,1,-10,0,x,23
O=C(c1cc(-c2cccc(Cl)c2)on1)N1CCN(c2ccccc2)CC1,-3,-27,-1,4,-2,x,-44
O=C(c1ccccc1F)N1CCN(c2ccc([N+](=O)[O-])c3cccnc23)CC1,12,2,1,17,0,7,13
CCCCNC(=S)N1CCC(Cc2ccccc2)CC1,0,-4,-1,-7,-2,-3,-3
Cc1ccc(S(=O)(=O)N(C)[C@H]2C[C@H]3c4[nH]c5c(-c6ccccc6)cccc5c4CCN3C(=O)[C@H]2[C@H](C)O)cc1,46,9,-2,u,8,x,9
C[C@@H]1CN([C@H](C)CO)C(=O)Cc2cc(NC(=O)CCCCCC(=O)Nc3ccccc3N)ccc2O[C@@H]1CN(C)S(=O)(=O)c1ccc(F)cc1,0,3,1,-2,x,x,5
CC(C)(C)NC(=O)c1ccc(COc2ccc(Cl)cc2Cl)o1,27,-14,-29,u,-3,-8,-2
C[C@H]1CCCCO[C@@H](CN(C)Cc2ccncc2)[C@@H](C)CN([C@@H](C)CO)C(=O)c2cc(NS(=O)(=O)c3cn(C)cn3)ccc2O1,1,0,2,6,-2,2,-10
CSc1ncccc1C(=O)OCC(=O)NCc1cccs1,-17,5,1,-6,x,13,2
CCCCCCCCN1C(=O)[C@H](CC(=O)NCc2cccc3ccccc23)C[C@@]2(C(=O)OCC)CCC=C12,28,13,0,7,16*,x,-16
Cc1ncoc1C(=O)N1CCCC(C(=O)c2ccc3c4c(cccc24)CC3)C1 (stereo unspecified),20,-2,-2,3,-4,4,-7
CCC(C)[C@H](NC(=O)N1CCn2c1nc1ccccc12)C(=O)NCCc1ccc(OC)c(OC)c1 (stereo partly specified),29,9,4,2,1,4,-6
CC(C)NC(=O)N1[C@@H]2CNC[C@H]1C2c1ccc(/C=C/c2ccccc2)cc1 (stereo partly specified),x,x,3&-1,-2&-2,2&1,x,-2&28
COc1cc(OC)c(C(=O)N2CCN(c3ccccn3)CC2)cc1OC,0,17,-1,5,-1,-11,2
O=C(Nc1c(S(=O)(=O)c2ccc(Cl)cc2)csc1Br)c1ccccc1Cl,-12,4,1,-2,-4,13,0
Cc1cc(C(F)(F)F)nn1CC(=O)NCc1ccco1,-7,6,13,0,-2,-11,22
Cn1cccc1C(=O)OCC(=O)NC(=O)NC1CCCCC1,-53,-18,-3,2,0,0,-51
O=C1CN(S(=O)(=O)Cc2ccccc2)C[C@H]2[C@H](c3ccc(C#Cc4ccc(F)cc4)cc3)[C@@H](CO)N12,54,10,-4,38*,7,x,10
COc1ccc(NC(=O)CCC(=O)NCCO)cc1,13,2,0,-8,6,-2,2
O=C(CN1C(=O)CCSc2ccc(S(=O)(=O)N3CCCC3)cc21)Nc1ccccc1,4,x,1,5,0,-1,8
C[C@H](NC(=O)c1[nH]cnc1C(=O)N[C@H](C)c1ccccc1)c1ccccc1,-5,-5,3,-6,x,11,6
Cc1ccc(-c2cnc3c(c2)C(=O)N([C@@H](C)CO)C[C@@H](C)[C@@H](CN(C)Cc2ccccc2F)O3)cc1,x,-8,0,-13,-1,-2,4
CNC(=O)NNC(=O)c1onc(-c2c(Cl)cccc2Cl)c1C(=O)OC,3,-5,-4,11,3,2,x
Cc1nnc(SCC(=O)Nc2cc(C(C)(C)C)nn2-c2ccccc2)s1,-24,x,x,x,x,-1,-11
O=C(NC[C@H]1[C@H](c2ccccc2)[C@@H](CO)N1Cc1ccccn1)C1CCCC1,3,2,-1,3,1,18,-2
C[C@@H]1CN([C@@H](C)CO)S(=O)(=O)c2ccc(C#Cc3cccc(F)c3)cc2O[C@@H]1CN(C)C(=O)CN1CCOCC1,x,3,3,-6,1,7,-12
# (listing goes on)
SMILES,PAX8 reporter,EWS-Fli block,Casp6 inh,DENV2 CPE rescue,SIRT5 block,ARNT-TACC3 inh,LGR2 inh
C/C(=N\NC(=O)c1cccc(S(=O)(=O)N2CCCC2)c1)c1ccc(F)cc1,-18,-9,4,4,-2,3,25
CC(=NNC(=S)N1CCCCCC1)c1cccc2cccnc12,13,-1,-5,-2,-8,3,9
Cc1ccccc1NC(=O)c1ccccc1NC(=O)Cc1cccc2ccccc12,-3,17,-2,-2,-4,x,1
COc1ccccc1NC(=O)N(C)C[C@@H]1OCc2ccccc2-c2c(n(C)c3ccccc23)C(=O)N([C@@H](C)CO)C[C@H]1C,x,0,2,-10,-1,7,6
Cc1csc2c(N3CCN(S(=O)(=O)c4ccc(Cl)cc4)CC3)ncnc12,-21,-1,5,13,-4,-9,-15
COc1cc(NC(=O)COc2ccc(F)cc2)nc(OC)n1,x,-12,2,-4,-1,-13,-8
Cc1ccc(Cl)cc1NC(=S)N(CCCN1CCN(C)CC1)Cc1ccco1,0,9,-12,-3,-5,3,-9
Nc1ccc(C(=O)OCc2ccncc2)cc1[N+](=O)[O-],1,-12,x,0,-5,2,7
CCC(=O)N(C)C[C@@H]1Oc2cc(C#Cc3ccccn3)ccc2S(=O)(=O)N([C@H](C)CO)C[C@@H]1C,x,-7,-3,-3,-2,0,-5
O=C(NC(=O)c1ccccc1Cl)Nc1ccc(-c2cnco2)cc1,-37,-28,1,2,-4,-1,-30
C[C@@H]1CN([C@@H](C)CO)S(=O)(=O)c2ccc(C#CC3CCCC3)cc2O[C@@H]1CN(C)Cc1cccnc1,18,12,1,-8,9,-6,18
C[n+]1cc2c3c(ccc2c2ccc4cc5c(cc4c21)OCO5)OCO3,109*,59*,x,0,-2,x,101*
O=C1CCCC2=C1C1(CCCC1)N=C(Nc1nc3ccccc3o1)N2,13,-7,1,1,-7,x,-3&4
Cc1c(NC(=O)CSc2nc3ccccc3c(=O)n2C(C)C)c(=O)n(-c2ccccc2)n1C,8,4,4,u,-3,x,x
CCN(CC)C(=O)c1ncn2c1C(=O)N[C@H](C)C2,-6,-6,-6,8,0,x,1

# A different layout for two compounds above:
C/C(=N\NC(=O)c1cccc(N/N=C(\C)c2ccccc2)c1)c1ccccc1
  PAX8 reporter: -31
  EWS-Fli block: x
  Casp6 inh: x
  DENV2 CPE rescue: x
  SIRT5 block: x
  ARNT-TACC3 inh: 2
  LGR2 inh: -31

OC(c1ccc(F)c(F)c1)c1nc(-c2ccc(F)c(Cl)c2)cs1 (stereo unspecified)
  PAX8 reporter: 9
  EWS-Fli block: -1
  Casp6 inh: 3
  DENV2 CPE rescue: 0
  SIRT5 block: 1
  ARNT-TACC3 inh: x
  LGR2 inh: -23

# Following part:
SMILES,PAX8 reporter,EWS-Fli block,Casp6 inh,DENV2 CPE rescue,SIRT5 block,ARNT-TACC3 inh,LGR2 inh
C[C@@H]1CCCCO[C@H](CN(C)S(=O)(=O)c2ccc(F)cc2)[C@@H](C)CN([C@@H](C)CO)C(=O)c2cc(NC(=O)Cc3ccccc3)ccc2O1,18,-3,x,-14,x,-1,11
O=C1C2C(C(=O)N1c1nccs1)C1C=CC2C12CC2 (stereo unspecified),6,9,0,-4,-3,x,22
O=C(NC1CCN(C(=S)Nc2ccc(F)cc2)CC1)c1ccco1,-4,5,-2,-3,-1,x,-19
O=C(NCc1ccccn1)c1cc(Br)ccc1Cl,-6,0,1,-6,-1,6,-7
COc1ccc(CCC(C)N2CCC(CO)(Cc3ccccc3)CC2)cc1 (stereo unspecified),10,2,-3,9,0,0,6

# Bioassay records from PubChem BioAssay.
